Screens: PubChem, Johns Hopkins Ion Channel Center
Kir21 block = inhibitors of mouse Kir2.1 inward-rectifier potassium channel. Inward rectifier potassium channel 2 (Mus musculus), P35561. 310,000 compounds, 0.85% hits. B-score at 10 µM. HEK293-Kir2.1, FluxOR thallium flux fluorescence; stronger effect = lower value;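 active = fluorescence ratio B-score at or below minus 3 SD of library scores, with starting-brightness B-score within 2 SD, cut at about -4.2 in these data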;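 also: channel flux triggered by added potassium and thallium sulfate stimulus; B-score of peak minus minimum fluorescence over baseline after thallium stimulus; more negative B-score means stronger Kir2.1 block with less thallium influx; some compounds called inactive have numbers as strong as hits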
Target sequence (P35561 whole entry, looked up): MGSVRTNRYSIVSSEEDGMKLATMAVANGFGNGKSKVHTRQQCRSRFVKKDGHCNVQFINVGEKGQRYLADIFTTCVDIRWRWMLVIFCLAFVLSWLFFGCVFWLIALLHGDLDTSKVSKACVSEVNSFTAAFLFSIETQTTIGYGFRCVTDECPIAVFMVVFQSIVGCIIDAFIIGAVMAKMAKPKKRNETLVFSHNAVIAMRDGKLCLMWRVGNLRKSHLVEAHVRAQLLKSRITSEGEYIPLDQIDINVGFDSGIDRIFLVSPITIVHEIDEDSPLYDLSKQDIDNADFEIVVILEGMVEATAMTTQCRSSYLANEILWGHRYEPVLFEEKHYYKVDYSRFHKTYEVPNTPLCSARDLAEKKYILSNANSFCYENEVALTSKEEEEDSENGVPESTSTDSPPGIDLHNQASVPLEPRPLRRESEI
CHT inh = inhibitors of human choline transporter CHT. AID 488975, 2010. 310,000 compounds, 0.86% hits. High affinity choline transporter 1 (Homo sapiens), Q9GZV3. CHT-expressing cells, membrane potential dye, choline response; stronger effect = lower value. B-score at 10 µM;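 active = B-score over 3 SD under the library average, and starting fluorescence ratio not unusually high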;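 also: choline stimulus applied at its EC90 after an EC20 pre-addition; B-score computed on integrated fluorescence ratio after choline addition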
Target sequence (Q9GZV3 whole entry, looked up): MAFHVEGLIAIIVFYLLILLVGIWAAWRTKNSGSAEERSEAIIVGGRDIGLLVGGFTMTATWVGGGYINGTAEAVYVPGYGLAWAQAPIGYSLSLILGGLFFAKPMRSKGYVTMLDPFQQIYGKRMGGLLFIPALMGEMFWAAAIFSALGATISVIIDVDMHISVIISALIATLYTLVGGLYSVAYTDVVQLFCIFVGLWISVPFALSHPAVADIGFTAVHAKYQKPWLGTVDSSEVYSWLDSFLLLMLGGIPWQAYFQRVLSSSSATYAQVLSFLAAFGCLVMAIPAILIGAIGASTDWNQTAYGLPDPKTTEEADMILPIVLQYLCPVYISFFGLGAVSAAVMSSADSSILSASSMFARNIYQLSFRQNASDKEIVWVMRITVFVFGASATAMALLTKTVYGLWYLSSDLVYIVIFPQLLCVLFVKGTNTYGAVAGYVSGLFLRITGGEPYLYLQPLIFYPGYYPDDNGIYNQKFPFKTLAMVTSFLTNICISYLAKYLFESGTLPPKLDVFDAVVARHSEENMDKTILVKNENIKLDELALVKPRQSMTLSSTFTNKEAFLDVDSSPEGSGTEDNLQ
Active calls of the source: *; i = inactive; nt = not tested or not shown.

Below each compound: Kir21 block	CHT inh
- O=c1oc2ccccc2c(Nc2cccc(O)c2)c1[N+](=O)[O-]
→ -2	i
- COc1ccc(-c2nc(N3CCCC3)[nH]c(=O)c2C#N)cc1
→ 0	i
- CCCCN(CC)C(=O)CN(C)S(=O)(=O)c1cccc2nsnc12
→ 0.5	i
- CCC(C)NC(=O)C(=O)NCc1ccncc1 (stereo unspecified)
→ 0.07	i
- ONC=Nc1cccc2nonc12
→ -0.33	i
- COc1ccccc1-c1noc(-c2cc(OC)c(OC)c(OC)c2)n1
→ -2.1	i
- O=C(CNCCC1=CCCCC1)Nc1ccc(N2CCCCCC2)cc1
→ -5.6*	i
- CCN(CC)C(=O)CSc1nc(COc2ccccc2)nc2ccccc12
→ -0.56	i
- Cc1ccc(NC(=S)NCc2ccccc2)cc1S(=O)(=O)N1CCCCC1
→ -2.7	i
- COCc1ccc(C(=O)Nc2ccccc2C(=O)NCc2cccnc2)cc1
→ -1	i
- Cc1ccccc1NC(C)C(=O)N/N=C/c1ccccc1OCc1cccc(Br)c1 (stereo unspecified)
→ 1	i
- O=C(Cc1c(F)cccc1Cl)Nc1nccs1
→ 1.1	i
- CC(C)n1c(O)c(N=NC(=O)CNC(=O)Cc2ccc(Cl)cc2)c2ccccc21
→ 0.22	-8*
- Cc1csc(NC(=O)c2cccc(C)c2C)n1
→ -0.41	i
- OCCCC1CCCCN1Cc1nc(Cc2ccccc2Cl)no1 (stereo unspecified)
→ -1.5	i
- CC(C)CCn1nnnc1CN1CCN(C(c2ccccc2)c2ccccc2)CC1
→ -1.2	i
- COc1cccc(CN2CCC(C(=O)N3CCN(Cc4ccc5c(c4)OCO5)CC3)CC2)c1OC
→ -0.24	i
- COCCCNC(=O)c1ccc2c3c(onc13)-c1ccccc1C2=O
→ -14	i
- Cc1cccc2[nH]c3c(N4CCN(C(=O)c5ccco5)CC4)ncnc3c12
→ -1.2	i
- Clc1ccc2c(NCc3ccccn3)ncnc2c1
→ 1.1	i
- Cc1ccccc1S(=O)(=O)NC1OC(=O)C(Oc2ccccc2)=C1Br (stereo unspecified)
→ 0.92	i
- CCCCC(OC(=O)CN1C(=O)COc2ccccc21)C(=O)NC1CCCCC1 (stereo unspecified)
→ -0.02	i
- Cc1cccc(C(=O)N(Cc2cccs2)C2CCS(=O)(=O)C2)c1 (stereo unspecified)
→ -1.3	i
- Cc1ccc(SCC(=O)N2CCN(c3ccccn3)CC2)cc1
→ -2.1	i
- O=C(NCC(c1ccco1)N1CCc2ccccc2C1)C(=O)Nc1cc(F)ccc1F (stereo unspecified)
→ -0.44	i
- O=C(Cn1nc(-c2cccc([N+](=O)[O-])c2)c2ccccc2c1=O)NCC1CCCO1 (stereo unspecified)
→ 0.65	i
- COc1ccc(Cn2nnnc2CN(Cc2cc3cccc(C)c3[nH]c2=O)C2CCCC2)cc1
→ 1.6	i
- Cc1nc2cc(N)ccc2n1C1CCCCC1
→ -1.1	i
- O=c1[nH]c(SCc2c(Cl)cccc2Cl)nc2ccccc12
→ -0.42	i
- CC(=O)C1C(c2ccc(F)cc2)NC(=O)NC1(O)C(F)(F)F (stereo unspecified)
→ 0.22	i

Remaining list, next part
Below each compound: Kir21 block	CHT inh
- CC(=O)c1cccc(NC(=O)COc2ccc3oc(=O)cc(C)c3c2)c1
→ 2.1	i
- CC(OC(=O)Cc1c[nH]c2ccccc12)C(=O)NC1(C#N)CCCCC1 (stereo unspecified)
→ -0.26	i
- O=C(NCCCN1CCCCC1)c1ccc2c(=O)n(CCc3ccccc3)c(=O)[nH]c2c1
→ -1.7	i
- CC1CN(C(=O)c2ccn(C)n2)CC(C)O1 (stereo unspecified)
→ 0.04	i
- CC(C)CC(=O)NNC(=S)Nc1ccc(S(N)(=O)=O)cc1
→ 1.4	i
- Cn1nccc1-c1cc(Cl)cc(Cl)c1O
→ 0.24	i
- Cc1nc2cc(S(=O)(=O)N(C)C)ccc2n1-c1ccccc1
→ -2.3	i
- O=C(Cc1ccccc1)N/N=C/c1cccnc1
→ -0.01	i
- CC(=O)N1CCN(S(=O)(=O)c2ccc(S(=O)(=O)NC3CCCCC3)cc2)CC1
→ 1.4	i
- COC1C=CC(CNC(=O)c2cc3c(=O)n4cccc(C)c4nc3n2C)(OC)O1 (stereo unspecified)
→ 0.98	i
- Cc1ccc(C(CNC(=O)Nc2cccc(C)c2)N2CCN(C)CC2)cc1 (stereo unspecified)
→ -0.3	i
- OCCN(CCO)c1ccc(C(c2ccc(Cl)cc2)c2ccc(N(CCO)CCO)cc2Cl)c(Cl)c1
→ -0.03	i
- CCN(CC)CCCN(C(=O)Cn1nnc(-c2ccc(OC)c(OC)c2)n1)C(C(=O)NC(C)(C)C)c1ccc(F)cc1 (stereo unspecified)
→ 0.71	i
- C=C(C)C(=O)Nc1ccc(OC(F)(F)C(F)F)c(NC(=O)C(=C)C)c1
→ -0.16	i
- COC(C(=O)Nc1ccnn1C1CCN(C(=O)c2ccc(C=O)cc2)CC1)c1ccccc1 (stereo unspecified)
→ 0	i
- Cc1cc(C)c(C(N)=O)c(Nc2ccc3c(c2)OCCO3)n1
→ 0.93	i
- CCOC(=O)c1c(NC(=O)Cn2nc(C(=O)O)c3ccccc3c2=O)sc2c1CCC(C)C2 (stereo unspecified)
→ -0.2	i
- Cc1ccc(C)c(NC(=O)C2CCCN2/C=C/C(=O)C(F)(F)F)c1 (stereo unspecified)
→ -0.81	i
- O=C(NNS(=O)(=O)c1ccccc1Cl)c1nn(-c2ccc(F)cc2)ccc1=O
→ 0.07	i
- CCC(C)NS(=O)(=O)c1ccc(OCC(=O)N2CCC(C)CC2)cc1 (stereo unspecified)
→ 0.05	i
- COc1ccc(Cl)cc1N1CC(c2nc3ccccc3[nH]2)CC1=O (stereo unspecified)
→ -1.4	i
- CN1CCN(C(=O)/C=C/c2ccc(C#N)cc2)CC1
→ 0.01	i
- O=C(CCn1c(=O)oc2ccc(Cl)cc21)NCCCN1CCOCC1
→ 0.04	i
- COc1ccc(Cl)cc1NC(=O)Nc1cnccn1
→ 0.03	i
- Cc1ccc(NC(=S)N(CCCN2CCCC2)Cc2cccn2Cc2ccc(Cl)cc2)cc1C
→ -0.84	i
- Cc1cc(CN(C)C(=O)CC2C(=O)NCCN2CC(c2ccccc2)c2ccccc2)on1 (stereo unspecified)
→ -0.38	i
- O=C(NCc1cccc(C(F)(F)F)c1)c1ccc[nH]1
→ -0.28	i
- CC(=O)OCC(=O)[C@@]1(O)CCC2C3CCC4=CC(=O)CCC4(C)C3C(=O)CC21C (stereo partly specified)
→ 1.6	nt
- S=c1[nH]nc(C2CCCCC2)n1/N=C/c1ccccc1Br
→ 3	i
- CCCCn1nnnc1NCc1cccc(OC)c1OC
→ 1.4	i

More structures:
Below each compound: Kir21 block	CHT inh
- Cc1cc(Cl)c2oc(C(=O)N3CCN(C4CCS(=O)(=O)C4)CC3)c(C)c2c1 (stereo unspecified)
→ -1.6	i
- CC1Cc2ccccc2N1Cc1cc(=O)n2ccsc2n1 (stereo unspecified)
→ nt	i
- CCOC(=O)c1ccc2c(c1)[n+](CC)c(C)n2-c1ccccc1
→ -0.36	i
- Cc1ccccc1Nc1c(F)c(F)c(F)c(F)c1C(=O)O
→ -1.2	i
- COc1ccc(-n2nc([N+](=O)[O-])c(=NCCc3ccc(OC)c(OC)c3)n2O)cc1
→ -0.15	i
- S=c1[nH]nc(CCc2ccc(Cl)cc2)o1
→ 0.61	i
- COc1ccc(-c2c3c(=O)n(C)c(=O)n(C)c3cn2NC(C)=O)cc1
→ -0.59	i
- OCCN1CCN(C(=S)Nc2ccccc2)CC1
→ -1.3	i
- CNc1cc(=O)n(C)c(=O)n1-c1ccccc1
→ -0.2	i
- COc1ccc(N2CCN(c3ncnc4nc[nH]c34)CC2)cc1
→ 0.24	i
- Cn1c(=O)[nH]c(=O)c2c1nc(N1CCCCC1)n2CCSc1ncccn1
→ nt	i
- O=C(CN(Cc1ccco1)C(=O)CNS(=O)(=O)c1ccccc1)NC1CCCCC1
→ -1.4	nt
- CC1CCCN(CCCN2C(=O)C3C(C(=O)Nc4cccc(Cl)c4)C4C=CC3(O4)C2C(=O)NC2CCCCC2)C1 (stereo unspecified)
→ -0.5	i
- COc1ccc(CNC(=O)[C@H](C)NC(=O)[C@@H]2Cc3ccccc3CN2)cc1
→ -0.43	i
- CN(C)c1c(N)[nH]c2c(c1=O)c(=O)n(C)c(=O)n2C
→ 1.3	i
- Cn1c(SCC(=O)NCc2ccc3c(c2)OCO3)nnc1C1COc2ccccc2O1 (stereo unspecified)
→ -0.96	i
- CN(C(=O)COC(=O)c1ccccc1SCC(=O)NC1CCCCCCC1)C1CCS(=O)(=O)C1 (stereo unspecified)
→ 0.69	i
- O=C(Cn1cc2c(n1)CCCCC2)NC1CCCCCC1
→ -0.83	i
- CC(=O)c1c(NC(=O)C(C)C)nc(C)nc1-c1ccccc1
→ 1.7	i
- CCOc1cc(C)c(C(C)C)cc1S(=O)(=O)N1CCN(C)CC1
→ 0.01	i
- CC1(C)Cc2ccccc2-c2nnc(SCC(=O)N3CCN(c4ccccc4)CC3)n21
→ 0	i
- COC(=O)CNC(=S)NC(=O)c1ccc(C(C)(C)C)cc1
→ -0.38	i
- C=CCn1c(N)c(C(=O)NCC2CCCO2)sc1=S (stereo unspecified)
→ 2.5	i
- CC(=O)N1CCCc2cc(S(=O)(=O)N3CCCC(C(=O)NCc4ccc(Cl)cc4)C3)ccc21 (stereo unspecified)
→ -1.4	i
- O=C1CC(N2CCN(Cc3ccccc3)CC2)C(=O)N1c1ccc2c(c1)OCCO2 (stereo unspecified)
→ -0.03	i
- CCN1CCN(c2nc3c(C)cccn3c(=O)c2/C=C(\C#N)S(=O)(=O)c2ccccc2)CC1
→ -0.01	i
- CC(=O)c1sc(Nc2nc3ccc(F)cc3s2)nc1C
→ 0.78	i
- N#Cc1ccc(-c2cn(-c3ccccc3)c3[n+]2CCCS3)cc1
→ 1.7	i
- O=C(CSc1nc2ccccc2c(=O)[nH]1)Nc1ccc(Br)cc1
→ 0.21	i
- N#Cc1ccc(OCc2nnc(SCC(=O)N3CCCc4ccccc43)n2-c2ccccc2)cc1
→ -2.3	i

(listing goes on)
Below each compound: Kir21 block	CHT inh
- Cc1nc2ccc(S(=O)(=O)Nc3cccc(-c4nc5cccnc5s4)c3C)cc2s1
→ 0.84	i
- O=C(Nc1cccc(S(=O)(=O)N2CCOCC2)c1)c1cnn2c(C(F)F)cc(-c3ccccc3)nc12
→ 0.87	i
- CS(=O)(=O)N(CC(=O)NC1CC2CCC1C2)c1cccc(C(F)(F)F)c1 (stereo unspecified)
→ 0.46	i
- Nc1cccnc1S(=O)(=O)c1cccc(C(F)(F)F)c1
→ 1.2	i
- COC(=O)c1ccc(CSCc2ccc(C(=O)OC)o2)o1
→ -3.8	i
- COc1c(C)cc(C(=O)C2CCCN(C(=O)c3snnc3C)C2)cc1C (stereo unspecified)
→ 1.7	i
- COc1ccc(CC(=O)NNc2ncnc3c2cnn3-c2ccc(C)cc2)cc1OC
→ 0.13	i
- CCOC(=O)c1c(NC(=O)CN2CCN(c3ccc(Cl)cc3)CC2)sc(C)c1C
→ -0.63	i
- O=C(C1CCC(Cn2c(=S)[nH]c3ccccc3c2=O)CC1)N1CCN(c2ccccc2)CC1 (stereo unspecified)
→ -1.4	i
- CCOC1=C/C(=C/c2c(N)n3nc(CC(=O)N4CCCC4)sc3nc2=O)C=CC1=O
→ -0.52	i
- Cc1cccc(NC(=O)CSCC(=O)Nc2cc(Cl)ccc2N2CCOCC2)c1
→ -3.1	i
- CCn1c(COc2cccc3cccnc23)nnc1SC(F)F
→ -0.22	i
- CCCCNc1c(-c2ccc(SC3CCCCC3)c(OC)c2)nc2ccc(Cl)cn12
→ 1.5	i
- COc1ccc(S(=O)(=O)N2c3ccccc3OCC2C)cc1 (stereo unspecified)
→ -3.6	i
- COc1ccc(CNC(=O)c2ccc(CNc3c(NC4CCCCC4)c(=O)c3=O)cc2)cc1
→ 0.87	i
- Cc1csc(SCCn2c(N3CCN(c4ccccc4)CC3)nc3c2c(=O)[nH]c(=O)n3C)n1
→ -0.76	i
- CCOC(=O)c1nnc(-c2ccccc2)nc1NCc1ccc(Cl)cc1
→ -0.27	i
- CC(OC(=O)C1=COCCO1)C(=O)Nc1cc(S(=O)(=O)N2CCCCC2)ccc1Cl (stereo unspecified)
→ 1.6	i
- Cc1cc(C(=O)COC(=O)Cc2n[nH]c(=O)c3ccccc23)c(C)n1-c1ccc2c(c1)OCO2
→ -2.2	i
- COc1ccc(C(=O)NCC(=O)NCc2cc(=O)n(C)c(=O)n2C)cc1
→ 0.02	i
- CCC1CCCCN1c1ccc([N+](=O)[O-])cc1/C=N/NC(=O)Cn1c2ccccc2c(=O)c2ccccc21 (stereo unspecified)
→ 1.1	i
